Source: PubChem
MT1-MMP act inh = blocks activation of human MT1-MMP | HT1080 RFP-PRO-GFP cells, GFP/RFP ratio fluorescence, overnight; percent of plate control window, DMSO zero | GFP/RFP ratio change, % at 20 µM | actives 0.061% (n = 360,000) | AID 651647;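 active = GFP/RFP ratio change of at least 30% with cell ATP level not reduced by more than half and red fluorescence within 50% of control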; note: strong numbers were not always called active
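Read-out: GFP/RFP fluorescence ratio; Test system: RFP-PRO-GFP reporter HT1080 cells; Compound dosing: single-point 20 µM compound, 1% DMSO; Times: overnight compound exposure at 37 °C.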
FAS-TE inh = FAS thioesterase (human) inhibition; AID 602261; inhibition, % at 15 µM; actives 0.67% (n = 360,000); recombinant FAS-TE, OMFH fluorogenic substrate, fluorescence endpoint;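 active = compounds whose normalised, plate-corrected inhibition of enzyme fluorescence in the single-dose primary screen is 50% or more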;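 note: 0% = DMSO with enzyme and 100% = substrate without enzyme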
Rpn11 block = inhibitors of human proteasome Rpn11; calls only at 20 µM; actives 0.59% (n = 360,000); AID 588493; O00487; human 26S proteasome, Ub4-pepOG fluorescence polarization; 20S core pre-blocked with epoxomicin;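 active = inhibition at 20 µM, scaled to each plate's controls, above about 33%, limit read from the data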
Target sequence (O00487 whole entry, looked up): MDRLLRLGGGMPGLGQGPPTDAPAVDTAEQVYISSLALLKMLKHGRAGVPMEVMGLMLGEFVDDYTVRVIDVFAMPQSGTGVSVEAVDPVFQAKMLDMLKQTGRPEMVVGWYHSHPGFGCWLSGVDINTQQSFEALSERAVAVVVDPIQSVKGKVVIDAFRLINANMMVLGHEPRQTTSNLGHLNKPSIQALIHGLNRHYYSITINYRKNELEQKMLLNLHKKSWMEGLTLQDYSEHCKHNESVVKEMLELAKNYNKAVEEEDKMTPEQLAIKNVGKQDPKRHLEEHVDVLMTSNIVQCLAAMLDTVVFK
MLLE-PAM2 inh = blocks PAM2 peptide binding to the PABP1 MLLE domain; AID 588489; actives 0.36% (n = 360,000); GST-MLLE / FITC-PAM2 fluorescence polarization; inhibition, % at 20 µM; P11940; in the data active = inhibition above about 35%, passing the limit was not always enough;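 note: plate controls were DMSO wells with GST-MLLE for no effect and wells lacking GST-MLLE protein for full effect; some results filed as inactive read as strong as hits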
MsrA inhibitor = bovine MsrA inhibition. actives 0.75% (n = 360,000). purified bovine MsrA, absorbance read-out. AID 651718. inhibition, % at 15.5 µM; in the data active = inhibition above about 4.5%;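 note: 0% = vehicle wells with enzyme and 100% = reference inhibitor wells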
Rin1 Abl inh = inhibitors of human Rin1-Abl protein interaction; inhibition, % at 7.35 µM; TR-FRET Rin1/Abl binding, biochemical; P00519+Q13671; AID 588664; actives 0.4% (n = 360,000); in the data active = inhibition above about 5%, passing the limit was not always enough
MsrA act = activates bovine MsrA enzyme | purified bovine MsrA, absorbance read-out | actives 0.3% (n = 360,000) | activation, % at 10.6 µM | AID 602163; in the data active = activation above about 7.5%;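 note: 0% = vehicle and 100% = reference activator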
CSN inh = CSN deneddylation inhibition; Purified CSN, SCF-Nedd8-OG deneddylation, fluorescence polarization; AID 651999; Q92905; actives 0.38% (n = 360,000); inhibition, % at 12.5 µM;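 active = pattern-corrected inhibition above about 35%, with an unprinted fluorescence ratio check between 0.5 and 1.5, limit read from the data, passing the limit was not always enough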;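 note: 0% = enzyme with substrate and 100% = substrate without enzyme; some results filed as inactive read as strong as hits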
Target sequence (Q92905 whole entry, looked up, one chain of several): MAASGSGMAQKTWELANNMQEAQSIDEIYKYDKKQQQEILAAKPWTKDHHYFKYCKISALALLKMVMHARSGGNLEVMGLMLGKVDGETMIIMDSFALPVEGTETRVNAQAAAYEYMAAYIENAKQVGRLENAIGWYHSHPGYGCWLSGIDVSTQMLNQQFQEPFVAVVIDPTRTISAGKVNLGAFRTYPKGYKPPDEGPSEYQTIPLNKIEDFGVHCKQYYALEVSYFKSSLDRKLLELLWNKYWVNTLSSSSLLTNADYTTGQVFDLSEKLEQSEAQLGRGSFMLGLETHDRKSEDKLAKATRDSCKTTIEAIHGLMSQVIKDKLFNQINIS
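Assay system: Purified human Csn5 enzyme expressed in HEK293T cells | Amount: Enzyme 0.24 nM | Measured by: Fluorescence polarization readout | Medium: Tris/NaCl/DTT buffer, pH 7.5 | Compound dosing: One concentration, 12.5 µM, 0.25% DMSO | Times: 90 min incubation of compound, enzyme and substrate at room temperature | Control set: no-enzyme wells high, enzyme-with-substrate wells low | Read-out: % inhibition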
eLon inh = inhibits E. coli Lon protease; P0A9M0; purified E. coli Lon protease, fluorescence polarization; inhibition, % at 7.94 µM; actives 0.42% (n = 360,000); AID 602123; in the data active = inhibition above about 13%, passing the limit was not always enough;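 note: 0% = enzyme with probe and DMSO and 100% = no enzyme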
Active calls of the source: *; i = inactive; x = no result given; + = active, no number. Compounds as they come, and some 3.7% of all compounds hit somewhere here.

molecule,MsrA act,MLLE-PAM2 inh,CSN inh,eLon inh,MT1-MMP act inh,Rin1 Abl inh,Rpn11 block,MsrA inhibitor,FAS-TE inh
Cc1cccc(NC(=S)Nc2ccc3cn[nH]c3c2)c1,-5,17,-1,0,3,-2,i,-0.8,-10
Cc1ccc2c3c1C1(C(=O)N3C(C)(C)CC2C)C(C#N)=C(N)Oc2cc(O)ccc21 (centres undefined),-1,6,2,0,-4,0,i,-1.3,30
Cc1c(NC(=O)CSc2ncccn2)c(=O)n(-c2ccccc2)n1C,-13,13,2,3,0,5.4*,i,-0.5,-1
O=C(COC(=O)Cc1ccccc1F)Nc1cccc(F)c1,0,-9,-5,-6,2,-5,i,0.4,-2
CCN(CC)C(=O)COc1ccc2c3c(c(=O)oc2c1C)CCCC3,-4,-7,-2,3,2,-2,i,0.8,3
CCCOc1ccccc1/C=C1/C(=O)ON=C1C,-2,18,4,-10,3,3,i,0.3,-1
CCCS(=O)(=O)N1CCC(C(=O)NC2CCCCC2C)CC1 (centres undefined),1,-9,1,-6,-4,2,i,-0.6,-3
Cc1ccc(C)c(N2CCN(C(=O)c3cc4ccccc4oc3=O)CC2)c1,0,3,0,-4,0,-3,i,0.9,12
O=C(CSc1nnc(-c2cccs2)o1)N1CCc2ccccc21,6,-10,-4,-9,4,2,i,-0.1,4
Cc1cs/c(=N\N=C2CCCCC2)n1Cc1ccco1,-3,-47,3,-19,-6,1,i,1.3,-1
Cc1ccc(NC(=O)c2ccccc2[N+](=O)[O-])nc1,-3,-104,-5,1,-1,-3,i,-0.1,-4
O=C(Nc1cccc(-c2cccc(Cl)c2)c1)C1CCN(C2CCC2)CC1,-2,9,-1,-5,-1,1,i,-0.1,-5
C#CCOCCOCCOCCNc1nc(N2CCN(C(=O)CCCCCCCCCCNC(=O)[C@@H](CCSC)n3cc(CCO)nn3)CC2)nc(N2CCN(C(=O)CCCCCCCCCCNC(=O)[C@H](CCC(=O)O)n3cc(CCCCCN)nn3)CC2)n1,2,8,-3,-9,12,3,i,x,-16
COc1ccc(OCCNC(=O)CCCO)cc1,-5,-2,0,0,3,-2,i,-1.3,-9
Cc1noc(C)c1COc1ccc(C(=O)OCC(=O)N2c3ccccc3NC(=O)C2(C)C)cc1,-2,-30,8,1,-1,1,i,0.3,12
CCOC(=O)Cn1ncc(-c2ccccc2)c1N,3,-34,-2,1,3,3,+,0.1,-6
COCCNC(=O)CSc1ccccc1C(=O)NC1CCCc2ccccc21 (centres undefined),-5,-4,0,4,0,0,i,-1.0,1
Cc1cc2nnc(SCC(=O)NCc3ccco3)n2c2ccccc12,-1,-7,-2,-7,1,-5,i,0.5,-7
Cn1c(SCC(=O)CC(=O)Nc2ccccc2)nnc1-c1ccc(O)cc1,0,27,3,0,3,0,i,0.0,-4
Cc1[nH]n(-c2ccccc2)c(=O)c1C=Nc1ccc(S(=O)(=O)Nc2nccs2)cc1,-3,23,-2,-6,-3,3,i,5.7*,-3

Next results
molecule,MsrA act,MLLE-PAM2 inh,CSN inh,eLon inh,MT1-MMP act inh,Rin1 Abl inh,Rpn11 block,MsrA inhibitor,FAS-TE inh
CCc1ccc(NC(=O)C2CCN(S(=O)(=O)c3ccc4c(c3)N(C(C)=O)CCO4)CC2)cc1,-5,0,-3,-6,-1,1,i,x,2
Cc1ccc(NC(=O)C2Cc3ccccc3C(=O)O2)cc1 (centres undefined),-7,2,-3,5,-3,-3,i,1.7,-2
Cc1sc2nc(-c3ccccn3)[nH]c(=O)c2c1-c1ccccc1,-2,26,5,0,-4,1,i,1.1,4
COc1ccc2nc(/N=C/c3c(C)[nH]n(-c4ccc(C)cc4)c3=O)sc2c1,-4,14,5,-3,0,4,i,-1.1,6
c1ccc2c(N3CCCCC3)ncnc2c1,-2,-30,4,-1,-4,-1,i,1.7,-8
COCCNc1nc2c(c(=O)n(C)c(=O)n2C)n1CCCc1ccccc1,-3,9,5,-6,1,-1,i,1.2,-10
O=C(COC(=O)c1cn(-c2ccccc2)nc1-c1ccc(F)cc1)Nc1ncc(Cl)cc1Cl,-1,-11,0,2,-10,-1,i,0.8,4
Cc1ccccc1CC1CCN(CCCNC(=O)Nc2ccccc2)CC1,-3,2,-3,2,-2,1,i,-0.1,-4
O=c1ccc2ccccc2o1,0,-10,-2,2,1,-1,i,-1.3,-2
CCOC(=O)CN(C(=O)CSc1nnc(COc2ccc(OC)cc2)n1C)c1ccccc1,4,-12,-2,6,-4,4,i,-0.4,2
O=C1c2ccccc2C(=O)N1CCCn1c(=O)oc2ccccc21,-7,13,-5,-5,5,-3,i,-0.1,-6
CCOc1ccc(NC(=O)CN2CCc3ccccc3C2)cc1,0,-1,1,-3,1,1,i,-0.5,4
CCOc1ccccc1C(=O)Nc1cccc(-c2ccc3nncn3n2)c1,-12,-9,-1,2,5,0,i,0.1,0
O=C(OCc1cn([C@H]2CN(C(=O)c3cccs3)[C@@H](c3ccc(Cl)cc3)C[C@@H]2O)nn1)c1ccccc1,-2,23,5,-2,4,2,i,-0.8,11
COc1ccc(NC(=O)c2ccccc2OCc2c(C)noc2C)cc1OC,-1,2,1,-9,-4,1,i,-1.1,-5
COc1ccc(NC(=O)CSc2ccc(-c3cccnc3)nn2)c(OC)c1,-5,-6,6,-8,4,0,i,0.5,-4
COc1cc2c(cc1OC)C1CCc3cc4c(cc3C1N=C2)OCO4 (centres undefined),0,2,2,-12,1,-3,i,0.7,5
O=C(Nc1cccc(Cl)c1Cl)c1snnc1-c1ccccc1,-2,-7,-3,1,-4,3,i,0.1,17
CCOC(=O)Nc1ccc(C(=O)c2ccncc2)cc1,-2,7,0,-5,7,-1,i,4.2,-3
Cc1occc1C(=O)NCc1cccs1,2,5,1,-9,-5,1,i,0.2,-7

More records follow.
molecule,MsrA act,MLLE-PAM2 inh,CSN inh,eLon inh,MT1-MMP act inh,Rin1 Abl inh,Rpn11 block,MsrA inhibitor,FAS-TE inh
Cc1cc(C(F)(F)F)c2c(=O)[nH]c(=O)n(Cc3ccccc3)c2n1,2,8,-4,-6,4,-1,i,0.8,5
O=C(COC(=O)c1ccccc1Cl)Nc1ccc2[nH]c(=O)[nH]c2c1,-4,-4,0,-2,4,-1,i,-1.8,-6
Cc1ccc(C(=O)CSc2nc3cc(S(=O)(=O)N4CCOCC4)ccc3o2)cc1,-11,22,0,-2,6,3,i,-0.2,18
O=C(c1cnsn1)N1CCN(c2ccccn2)CC1,-3,7,-1,-1,1,1,i,0.5,-4
COc1ccc(NC(=O)c2cc3ccccc3cc2OC)cc1OC,-5,4,1,13,1,2,i,-0.4,1
O=C(Cc1csc(Nc2nc(=S)[nH]c3ccccc23)n1)NCc1cccc(Cl)c1,-2,21,-1,-5,9,2,i,0.8,-9
CSc1ncccc1C(=O)OCCCC(=O)c1ccc(F)cc1,-12,4,2,-6,4,-1,i,-0.1,14
CC1CCCN(Cc2csc(N)n2)C1 (centres undefined),-1,20,-7,8,-2,2,i,-1.4,-4
CCOC(=O)c1c(C)[nH]c(C)c1S(=O)(=O)NCC1CCN(Cc2cccc(Cl)c2)CC1,-1,4,-1,-9,1,-1,i,0.6,-2
Cc1ccsc1/C=N/NC(=O)CNC(=O)c1ccc(S(=O)(=O)N(C)C)cc1,-9,10,4,-12,-4,3,i,1.9,-9
CC(C)C[C@H](NC(=O)OC(C)(C)C)C(=O)N[C@@H](CO)[C@H](O)[C@@H]1C[C@@H]1C(=O)NC1CC1,1,-5,-5,-17,2,-2,i,-1.7,-12
CC(NC(=O)C(C)N1CCN(Cc2ccccc2)CC1)c1ccc(F)cc1 (centres undefined),0,-15,4,-6,0,4,i,0.2,-5
C=C(CO)C1Cc2cc(C(C)=O)ccc2O1 (centres undefined),-7,9,2,2,-1,4,i,0.3,-4
O=C(Nc1ccc(-c2cccc(F)c2)cc1)C1CCCN(Cc2ccccn2)C1 (centres undefined),-1,-11,4,-11,-5,0,i,0.5,14
Cc1cccc(CSc2ncc(CO)n2C)c1,-4,6,-1,-10,3,-1,i,0.8,-3
COc1ccc(CCNC(=O)Cn2c(=O)n(CC3CCCO3)c(=O)c3cc(OC)c(OC)cc32)cc1OC (centres undefined),-3,0,-2,4,3,-2,i,1.0,-6
CCc1ccccc1Nc1nc(N)nc(CSCC(=O)c2cc(C)n(C)c2C)n1,-1,14,1,-2,2,-1,i,-0.3,-6
Cc1cc(O)ccc1N1C(=O)c2cccc3cc([N+](=O)[O-])cc(c23)C1=O,2,8,-5,0,-52,2,i,0.0,-3
CC1CCCC(C)N1C(=O)CN1C(=O)NC2(CCCCCC2)C1=O (centres undefined),-3,-2,-1,5,1,4,i,0.5,-9
O=C(CNS(=O)(=O)c1ccc(C(=O)N2CCOCC2)cc1)N1CCOCC1,-3,-1,2,-3,2,-2,i,-0.9,-7

Following part:
molecule,MsrA act,MLLE-PAM2 inh,CSN inh,eLon inh,MT1-MMP act inh,Rin1 Abl inh,Rpn11 block,MsrA inhibitor,FAS-TE inh
O=c1[nH]c(SCc2ccccc2Cl)nc2[nH]ncc12,-4,-16,10,-3,-1,-3,i,0.3,-17
O=[N+]([O-])c1ccc2c(c1)C(N1CCOCC1)/C(=C/COc1ccc(F)cc1)O2 (centres undefined),2,-17,6,-1,-3,-1,i,0.0,6
CCCc1nc2ccc(C(=O)OC)cn2c1Cc1cccc(F)c1,-11,-1,2,-17,-1,-2,i,0.0,0
O=C(O)CSc1ncnc2c1oc1ccccc12,-6,14,-5,-11,3,-485,i,1.6,-9
COc1ccc(N2C(=O)CCC(C(=O)O)C2c2ccc(F)cc2)cc1 (centres undefined),-11,1,-2,-4,-6,1,i,1.3,-7
Cc1csc(NC(=O)CSc2nnc(C)s2)n1,-5,5,-4,1,6,2,i,-0.2,-2
COc1cc(C(=O)OCC(=O)NC(=O)C2CCCCC2)ccc1OC(F)F,-3,-4,-12,-3,-2,4,i,-0.5,8
O=C(NCCO)c1ccc2nc(-c3ccco3)c(-c3ccco3)nc2c1,-1,40*,22,18,-5,10.0*,i,1.0,-6
CN(Cc1ccccc1)C(=O)c1cccc(NC(=O)Cc2cccc([N+](=O)[O-])c2)c1,-2,13,-2,0,4,2,i,-0.5,36
O=C(c1cccc(Cl)c1)N1CCC(=O)N([C@H](COCc2cccc(Cl)c2)Cc2ccccc2)CC1,0,x,1,6,-2,x,x,-0.7,27
Cc1ccc(S(=O)(=O)N2CCC(C(=O)N/N=C/c3cccn3C)CC2)cc1,-2,-8,0,-2,1,0,i,2.3,2
Cc1ccccc1OCC(=O)Nc1ccc2c(c1)Cc1ccccc1-2,-11,-8,1,4,-2,-2,i,x,2

Structural class, those above containing a nitro group on carbon (four)
molecule,MsrA act,MLLE-PAM2 inh,CSN inh,eLon inh,MT1-MMP act inh,Rin1 Abl inh,Rpn11 block,MsrA inhibitor,FAS-TE inh
Cc1ccc(NC(=O)c2ccccc2[N+](=O)[O-])nc1,-3,-104,-5,1,-1,-3,i,-0.1,-4
Cc1cc(O)ccc1N1C(=O)c2cccc3cc([N+](=O)[O-])cc(c23)C1=O,2,8,-5,0,-52,2,i,0.0,-3
O=[N+]([O-])c1ccc2c(c1)C(N1CCOCC1)/C(=C/COc1ccc(F)cc1)O2 (centres undefined),2,-17,6,-1,-3,-1,i,0.0,6
CN(Cc1ccccc1)C(=O)c1cccc(NC(=O)Cc2cccc([N+](=O)[O-])c2)c1,-2,13,-2,0,4,2,i,-0.5,36
